Screening data as filed in PubChem BioAssay.
MITF inh: blocks human microphthalmia-associated transcription factor | O75030 | AlphaScreen MITF homodimerization, bead proximity signal | inhibition, % at 2.6 µM | 650,000 compounds, 0.91% hits; in the data active means inhibition above about 50%;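 further: 0% = vehicle wells with protein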
GPR151 ag: activates the human receptor GPR151; Q8TDV0; PathHunter beta-arrestin GPR151 cells, luminescence; activation, % at 11.2 µM; 650,000 compounds, 1% hits; AID 1508602; in the data active means activation above about 4.9%;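 further: 0% = median of compound wells and 100% = cells with positive control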
Target sequence (Q8TDV0 whole entry, looked up): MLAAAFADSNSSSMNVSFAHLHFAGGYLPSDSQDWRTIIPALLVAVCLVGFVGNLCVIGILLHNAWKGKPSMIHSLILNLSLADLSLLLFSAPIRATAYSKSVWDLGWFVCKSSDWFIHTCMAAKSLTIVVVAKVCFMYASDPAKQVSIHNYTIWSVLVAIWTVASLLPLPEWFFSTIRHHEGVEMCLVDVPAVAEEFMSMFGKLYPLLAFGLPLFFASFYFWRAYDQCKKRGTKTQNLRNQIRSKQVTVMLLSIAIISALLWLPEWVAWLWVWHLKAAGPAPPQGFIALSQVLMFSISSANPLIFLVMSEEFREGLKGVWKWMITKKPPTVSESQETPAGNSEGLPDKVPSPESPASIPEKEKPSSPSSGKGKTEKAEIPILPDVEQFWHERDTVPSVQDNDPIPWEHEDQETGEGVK
TEAD-YAP block: TEAD-YAP interaction inhibition. HEK-TIYL cells, TEAD-Gal4/YAP UAS-luciferase luminescence. inhibition, % at 9.12 µM. 640,000 compounds, 1.4% hits. AID 1259422; in the data active means inhibition above about 32%;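 further: 0% = median of test compound wells and 100% = reference inhibitor wells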
FBW7 act: activators of human E3 ligase FBW7; Q969H0; AlphaScreen FBW7–phospho-cyclin E peptide binding, activator screen; normalized activity (activation), % at 26.1 µM; 650,000 compounds, 0.13% hits; in the data active means normalized activity above about 1.9%;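 further: purified mutant Fbw7 with reduced substrate affinity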
Target sequence (Q969H0 whole entry, looked up): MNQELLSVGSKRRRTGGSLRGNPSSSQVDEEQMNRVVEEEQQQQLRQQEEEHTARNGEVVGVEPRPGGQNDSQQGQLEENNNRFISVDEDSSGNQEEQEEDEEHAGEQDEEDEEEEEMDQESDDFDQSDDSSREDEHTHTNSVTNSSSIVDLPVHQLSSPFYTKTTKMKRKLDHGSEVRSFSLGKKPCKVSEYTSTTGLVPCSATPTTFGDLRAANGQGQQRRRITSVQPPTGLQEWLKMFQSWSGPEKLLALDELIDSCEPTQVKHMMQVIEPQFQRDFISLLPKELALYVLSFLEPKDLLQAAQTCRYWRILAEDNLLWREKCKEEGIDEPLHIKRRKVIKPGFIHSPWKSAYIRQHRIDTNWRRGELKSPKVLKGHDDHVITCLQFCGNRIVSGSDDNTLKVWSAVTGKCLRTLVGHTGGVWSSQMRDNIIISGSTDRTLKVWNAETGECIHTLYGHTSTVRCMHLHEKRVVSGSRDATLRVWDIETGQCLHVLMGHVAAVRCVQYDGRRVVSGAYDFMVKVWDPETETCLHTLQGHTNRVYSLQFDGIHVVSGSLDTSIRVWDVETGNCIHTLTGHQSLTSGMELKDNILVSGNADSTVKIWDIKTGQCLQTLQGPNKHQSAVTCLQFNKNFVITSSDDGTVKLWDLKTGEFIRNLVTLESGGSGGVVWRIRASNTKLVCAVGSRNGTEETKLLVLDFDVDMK
* = called active by the depositor; & = joins results of further samples.

SMILES | MITF inh | GPR151 ag | TEAD-YAP block | FBW7 act
CCOC(=O)c1cc2c(=O)n3ccccc3nc2n(CC(C)C)c1=NC(=O)c1ccccc1F | 1 | 0.6 | -12 | 0.1
O=C(COc1cc(F)ccc1[N+](=O)[O-])NCCN1C(=O)CSC1=O | 5 | 0.7 | 4 | 0.0
Cc1cc(C)c(C#N)c(SCC(=O)Nc2ccccc2C#N)n1 | -1 | 1.5 | -6 | -0.1
Cc1cccc(NC(=O)Cn2nc(C)n3cccc3c2=O)c1C | 7 | 0.3 | 0 | 0.0
CCN1CCN(c2nc3c(c(=O)n(C)c(=O)n3C)n2Cc2ccccc2)CC1 | 7 | -0.5 | 8 | 0.0
COc1ccc(S(=O)(=O)Nc2ccccc2C(=O)NC2CCCCC2)cc1 | 18 | -1.3 | 12 | 0.0
Cc1ccc(S(=O)(=O)NC(=O)C(C)O)cc1 (centres undefined) | -6 | -0.6 | -5 | -0.1
Cc1cc(C)c(NC(=O)C(=O)NCCc2c[nH]c3ccccc23)c(C)c1 | 6 | 0.2 | 13 | 0.0
O=C(NC1CCCC1)C(c1cccnc1)N(Cc1ccc(F)cc1)C(=O)c1csnn1 (centres undefined) | 12 | 2.6 | 5 | 0.2
COc1ccc(-n2nc3cc(C)c(NC(=O)C(c4ccccc4)c4ccccc4)cc3n2)cc1 | 12 | -0.8 | -6 | 0.0
CN(Cc1ccccc1)C(=O)c1cc(S(=O)(=O)N2CCCC2)cn1C | 23 | -0.7 | 9 | 0.0
O=C(O)CCNC(=S)NCc1ccccc1 | -2 | 0.3 | 2 | 0.0
CC1(C)CC(NC(=S)NC(=O)c2ccccc2)CC(C)(C)N1 | -11 | -2.1 | 1 | 0.2
O=C(Nc1ccccc1Br)c1ccccc1[N+](=O)[O-] | 8 | 1.3 | -9 | 0.0
Cc1nc2cnc(-c3cncnc3)cn2c1NC(=O)CC(C)C | 23 | -0.3 | 16 | 0.4
NC(=S)N/N=C1/C(=O)c2cccc3cccc1c23 | 7 | 3.2 | -12 | -0.3
Fc1ccccc1COc1cccc(CNCc2ccncc2)c1 | 11 | 0.4 | 24 | -0.1
O=C(CSc1cn(CCNC(=O)c2ccccc2)c2ccccc12)Nc1ccc2c(c1)OCCO2 | 11 | -0.3 | 21 | 0.0
CCOC(=O)c1c(NC(=O)CSc2nnc(CNC(=O)c3cc(OC)cc(OC)c3)n2-c2ccc(F)cc2)sc2c1CCCCC2 | 3 | 0.0 | -2 | 0.1
O=C(Cn1cnc2ccccc2c1=O)NCCC(=O)N1CCCCC1c1cccnc1 (centres undefined) | 3 | -0.2 | 0 | 0.2
CN1C(=O)NC(c2ccccc2)C2=C1CC(C)(C)CC2=O (centres undefined) | -7 | -0.9 | 0 | -0.3
COc1ccc(N2CCN(Cc3nnnn3Cc3ccc(F)cc3)CC2)cc1 | 10 | 0.3 | -11 | 0.1
CCc1ccccc1N1C(=O)N(C)c2ccccc2S1(=O)=O | -2 | 4.7 | 3 | -0.1
Cc1cccnc1C(NC(=O)C1CCN(C(=O)NC2CCCCC2)CC1)c1ccccc1 (centres undefined) | 22 | -0.4 | 9 | -0.2
O=C1OC2(CCCC2)OC(=O)C1=Cc1cccs1 | 17 | 1.2 | 9 | 0.3

(next part)
SMILES | MITF inh | GPR151 ag | TEAD-YAP block | FBW7 act
CCOC(=O)c1nc(Nc2cccc(Cl)c2C)c2ccccc2n1 | -3 | 0.1 | -4 | -0.1
Cc1cccc(N2CCN(C(=O)CN3CCN(Cc4ccc(Cl)cc4)C3=O)CC2C)c1 (centres undefined) | 5 | 0.9 | 3 | 0.1
Cc1cc(=O)[nH]c(NNC(=S)NCc2ccccc2)n1 | 19 | -2.1 | -8 | 0.3
CCNC(=O)CC1S\C(=N/N=C/C=C/c2ccccc2)NC1=O (centres undefined) | -10 | 0.1 | 0 | 0.0
O=C(NCc1nc2ccccc2[nH]1)c1csc(-c2ccccc2)n1 | -9 | 0.0 | -5 | -0.1
Cc1cccc(NC(=S)NCc2ccco2)c1 | -8&-8 | -0.5&1.8 | -9&-5 | 0.0&0.0
O=C(NCc1nc2ccccc2[nH]1)C1CCN(c2ccc(Nc3ccc(N4CCOCC4)cc3)nn2)CC1 | 10 | 0.0 | -5 | -0.1
CN(Cc1ccc2nsnc2c1)Cc1nc(Cc2ccccc2Cl)no1 | 2 | -0.5 | 5 | 0.1
O=C(CNC(=O)c1ccco1)N/N=C/c1ccc(C(=O)O)cc1 | -12 | -2.7 | -4 | 0.2
CCC(C)NC(=O)C1=CC(c2ccc(F)cc2)=NS(=O)(=O)N1C (centres undefined) | -2 | -0.6 | 4 | -0.1
CCOC(=O)CSc1nnc(Cc2ccc(OC)cc2)o1 | 6 | 0.4 | 7 | -0.1
COc1ccc(-c2cc(CNC(=O)COc3ccccc3F)no2)cc1OC | 25 | 2.3 | 11 | 0.1
C=CCSc1nc2c(c(=O)[nH]1)C(c1ccccc1)C(C#N)=C(N)O2 (centres undefined) | 2 | 0.6 | 8 | -0.1
O=C(Nc1ccc(Cl)cc1C(=O)c1ccccc1)c1ccc(Nc2nc(-c3ccccc3)c3cc(Cl)ccc3n2)cc1 | 9 | -0.1 | -1 | 0.0
CCOC(=O)N1CCC(NC(=O)c2ccc3c(c2)N=C(C)c2ccccc2S3)CC1 | 0 | 1.1 | 11 | 0.4
CC1=NOC(=O)/C1=C\c1ccc(OCc2ccc(Cl)cc2)cc1 | 13 | -0.2 | 10 | 0.2
O=C(CSc1nc(Cc2ccccc2)cc(=O)[nH]1)Nc1ccc(Br)cn1 | 5 | 0.3 | -3 | -0.1
Cn1c(=O)[nH]c(=O)c2c1nc(SCCc1ccccc1)n2Cc1ccc(Cl)cc1 | 7 | 0.0 | 9 | -0.1
CCCOC(=O)C1=C(C)NC2=C(C(=O)CC(C)(C)C2)C1c1ccccc1Br (centres undefined) | 4 | -0.5 | 5 | 0.3
COc1ccc(-n2nnc(C(C)=O)c2Nc2ccc(C(=O)N(C)C)cc2)cc1 | -9 | -0.6 | 7 | 0.9
O=C(O)[C@@H]1CSC(c2c(F)cc(F)cc2F)N1 (some centres undefined) | -4 | -0.7 | 1 | 0.0
O=C(NCC1CCCO1)C1CCN(C2CCN(C(=O)C3=CCCC3)CC2)CC1 (centres undefined) | -2 | -0.4 | 3 | -0.2
COc1ccc(NC(=O)CSc2nc(N)c(-c3ccccc3)c(=O)[nH]2)cc1 | 0 | -0.2 | 19 | 0.3
COc1cc(CNC2CCOC(C)(C)C2)ccc1O (centres undefined) | 14 | -0.9 | -2 | 0.0
O=C(Nc1ccccc1[N+](=O)[O-])c1ccc2ccccc2c1O | -6 | -1.8 | -32 | 0.0

Part of the list above, reformatted:
canonical_smiles	MITF inh	GPR151 ag	TEAD-YAP block	FBW7 act
C=CCSc1nc2c(c(=O)[nH]1)C(c1ccccc1)C(C#N)=C(N)O2 (centres undefined)	2	0.6	8	-0.1
O=C(Nc1ccc(Cl)cc1C(=O)c1ccccc1)c1ccc(Nc2nc(-c3ccccc3)c3cc(Cl)ccc3n2)cc1	9	-0.1	-1	0.0
CCOC(=O)N1CCC(NC(=O)c2ccc3c(c2)N=C(C)c2ccccc2S3)CC1	0	1.1	11	0.4
CC1=NOC(=O)/C1=C\c1ccc(OCc2ccc(Cl)cc2)cc1	13	-0.2	10	0.2
O=C(CSc1nc(Cc2ccccc2)cc(=O)[nH]1)Nc1ccc(Br)cn1	5	0.3	-3	-0.1
Cn1c(=O)[nH]c(=O)c2c1nc(SCCc1ccccc1)n2Cc1ccc(Cl)cc1	7	0.0	9	-0.1
CCCOC(=O)C1=C(C)NC2=C(C(=O)CC(C)(C)C2)C1c1ccccc1Br (centres undefined)	4	-0.5	5	0.3
COc1ccc(-n2nnc(C(C)=O)c2Nc2ccc(C(=O)N(C)C)cc2)cc1	-9	-0.6	7	0.9
O=C(O)[C@@H]1CSC(c2c(F)cc(F)cc2F)N1 (some centres undefined)	-4	-0.7	1	0.0
O=C(NCC1CCCO1)C1CCN(C2CCN(C(=O)C3=CCCC3)CC2)CC1 (centres undefined)	-2	-0.4	3	-0.2
COc1ccc(NC(=O)CSc2nc(N)c(-c3ccccc3)c(=O)[nH]2)cc1	0	-0.2	19	0.3
COc1cc(CNC2CCOC(C)(C)C2)ccc1O (centres undefined)	14	-0.9	-2	0.0
O=C(Nc1ccccc1[N+](=O)[O-])c1ccc2ccccc2c1O	-6	-1.8	-32	0.0

New compounds follow:
SMILES | MITF inh | GPR151 ag | TEAD-YAP block | FBW7 act
COc1cccc(C(=O)N/N=C/c2ccc(N(C)C)cc2)c1 | 19 | -2.0 | -17 | 0.0
CC1=C(C(N)=O)C(c2cccc(C)c2)n2nc(-c3ccc(Cl)cc3)nc2N1 (centres undefined) | -2 | 2.8 | 4 | 0.0
O=C1CSC(c2cccc(Cl)c2)N1 (centres undefined) | 3 | 0.0 | -1 | 0.3
O=C(COC(=O)c1ccc(Oc2c(Cl)cccc2[N+](=O)[O-])cc1)c1ccc(Br)cc1 | -2 | 0.1 | -5 | 0.0
Cc1cc2oc(=O)cc(CN3CCN(S(=O)(=O)/C=C/c4ccccc4)CC3)c2cc1C | 14 | -0.5 | 1 | 0.1
O=C(C1CC12CCN(Cc1ccco1)CC2)N1CCN(Cc2ccccn2)CC1 (centres undefined) | -4 | 0.4 | 2 | 0.0
O=C(Nc1nc2ccccc2[nH]1)c1cn(-c2ccccc2)nc1-c1cccnc1 | 4 | 4.7 | 11 | 0.3
COc1ccc(CC2(CCC(=O)NCc3ccc(Cl)s3)CCC(=O)N2)cc1 (centres undefined) | 5 | 0.3 | 6 | 0.0
COc1ccc(Cc2nnc(SCC(=O)Nc3ccc(C)c(C)c3)o2)cc1 | -2 | -1.7 | 8 | 0.3
Cc1cc([N+](=O)[O-])ccc1NC(=O)c1ccccc1NC(=O)c1ccccc1 | 1 | -5.2 | -12 | -0.1
CCOc1ccccc1-n1cccc1/C=C1\C(=N)N2N=CSC2=NC1=O | 2 | 1.0 | -2 | -0.1
COc1ccc(OC)c(-c2ncnn2-c2cccc(Cl)c2C)c1 | 11 | -0.2 | 3 | 0.8
C/C(=N\n1cnnc1)c1ccc(Cl)c(Cl)c1Cl | 34 | 1.5 | 6 | 0.1
COc1ccc(-n2c3c(cc(C(=O)NCCc4ccc(OC)c(OC)c4)c2=O)C(=O)CC(C)(C)C3)cc1 | 7 | 0.2 | 1 | 0.0
CCC(CO)NCc1cc(OC)ccc1Br (centres undefined) | 20 | 0.1 | 2 | 0.3
CC(C)c1ccc(N(C(=O)CCc2ccccc2)C2C=CS(=O)(=O)C2)cc1 (centres undefined) | -2 | 0.1 | 4 | -0.1
O=C(Nc1nnc(-c2ccco2)o1)c1ccc([N+](=O)[O-])o1 | 55* | -1.4 | 15 | 0.0
CCCCCCOc1ccc(NC(=O)c2cccc(C(=O)Nc3ccc(OCCCCCC)cc3)n2)cc1 | 11 | 1.9 | -16 | 0.2
CCOC(=O)c1ccccc1NC(=O)Cn1cnc2c(cnn2C(C)(C)C)c1=O | 13 | -1.1 | 12 | 0.2
CCOc1ccc(S(=O)(=O)NCc2ccccc2)c2cccnc12 | 8 | -1.1 | 3 | 0.0
COc1cc(/C=C/c2cc(C(=O)O)c3ccccc3n2)cc(OC)c1O | 12 | 0.7 | 14 | -0.3
CCCNc1nc(N2CCOCC2)nc2c1ncn2C(C)C | -2 | 0.9 | -12 | 0.0
O=C(COC(=O)c1cc(=O)[nH]c2ccccc12)Nc1ccc([N+](=O)[O-])cc1Cl | 17 | -1.3 | 18 | 0.8
CC1CCN(Cc2nc(-c3ccccc3)no2)CC1 | -1 | 2.3 | -57 | 0.3
CC(NC(=O)Nc1cccc([N+](=O)[O-])c1)c1ccc2c(c1)OCO2 (centres undefined) | 1 | 2.0 | 1 | -0.1

(listing goes on)
SMILES | MITF inh | GPR151 ag | TEAD-YAP block | FBW7 act
CCOC(=O)c1ccc2ncc(C(=O)OCC)c(Nc3cccc(O)c3)c2c1 | 10 | 0.0 | -9 | 0.2
CCOC(=O)Cc1ccc(NCc2cccs2)cc1 | 10 | -1.8 | -22 | 0.3
COc1ccc(NC(=O)c2ccccc2NC(=O)C(C)C)cc1 | -3 | -0.3 | 9 | -0.3
CCN(CC)S(=O)(=O)c1cccc(N=Nc2sc(N)nc2C)c1 | 16 | 1.5 | -9 | -0.5
CCN(CC)C(=O)C1CCCN(c2ncnc3c2cnn3-c2ccc(OC)cc2)C1 (centres undefined) | 11 | -0.1 | 23 | 0.1
O=S(=O)(NCC1CC1)c1cccc(S(=O)(=O)N2CCCC2)c1 | 8 | -1.4 | -2 | -0.1
Cc1[nH]c2ccccc2c1CN1CCC2(CCC(CNC(=O)c3ccn(C)n3)O2)CC1 (centres undefined) | -1 | -1.8 | -2 | -0.2
Cc1ccc(CNC(=O)CCC(=O)N2CC(C)Sc3ccccc32)cc1 (centres undefined) | -2 | -2.9 | 4 | 0.1
O=C(CSc1cccc[n+]1[O-])Nc1cccc(Cl)c1Cl | 2 | -0.5 | 0 | 0.0
CCN1CCN(S(=O)(=O)c2ccc(/C=C/C(=O)O)cc2)CC1 | 1 | -0.5 | 4 | 0.1
COc1ccc2cc(C(=O)NC(C)=O)c(=Nc3ccc(C#N)cc3)oc2c1 | 1 | 1.1 | 0 | 0.0
O=C(N=C1N=C2C=CC(Br)=CN2Cc2ccccc21)c1cccnc1Cl | 8 | -2.1 | -34 | 0.2
CC(NC(=O)CSCc1ccccc1Cl)c1ccccc1 (centres undefined) | 17 | 0.2 | -4 | 0.2
COc1ccc(S(=O)(=O)N2CCN(c3ccccc3)CC2)c(Cl)c1Cl | -5 | 1.8 | -1 | -0.3
Cc1cc(OCC(=O)NCC2CCCO2)ccc1Cl (centres undefined) | 16 | 0.1 | 2 | 0.0
